L3MBTL1 inh = L3MBTL1 (human) inhibition | AlphaScreen L3MBTL1–H3K9me1 peptide binding | Potency, µM (top dose mostly 57.1 µM), for inactives: at the top dose activity, negative = inhibition, actives largely listed as inhibitors | actives 0.66% (n = 230,000) | AID 485360 | Q9Y468; also: % is scaled to controls: 0 for no effect and ±100 for the full control effect; nearly all actives have a fitted effect of over 60% in size
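L3MBTL1 (50 nM) pre-complexed 30 min with biotinylated H3(1-15)K9me1 peptide (75 nM), then compounds added for 30 min at room temperature; AlphaScreen streptavidin donor/nickel chelate acceptor beads (10 ug/mL final) read after 30 min dark incubation.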
TR SRC2 fluor cs = alters Texas Red total fluorescence, flagging assay interference | actives 0.29% (n = 280,000) | Potency, µM (highest dose often 106 µM), without a hit: at the top dose fluorescence change, negative = quenching | TRb/SRC2 Texas Red total fluorescence interference | AID 1479; active = well fitted curve in either direction with a large enough effect; inconclusive = small, poorly fitted or top-dose-only effect; also: % is scaled to controls: 0 for no effect and ±100 for the full control effect
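Flags fluorescent or light-absorbing compounds by total fluorescence, S + 2P, at 555 nm excitation and 632 nm emission. Mixture: 20 nM Texas Red SRC2 peptide, 0.6 uM human TRb LBD, 1 uM T3, 5% DMSO; compound exposure 5 h at ambient temperature.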
Tau fluor cs = counter-screen for tau fibril formation inhibitors; tau K18 P301L Alexa594 fluorescence, heparin fibrillization; Potency, µM (highest dose often 57.7 µM), for inactives: at the top dose activity change, negative = decrease; actives 0.93% (n = 280,000); AID 1463; also: % is scaled to controls: 0 for no effect and ±100 for the full control effect; nearly all actives have a fitted effect of over 55% in size
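Human K18 P301L tau (15 uM unlabeled plus 0.24 uM Alexa 594-labeled, final) in 100 mM sodium acetate pH 7 was mixed with compound and 20 uM heparin and incubated 6 hr at 37 C.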
RECQ1 helicase = inhibitors of human RECQ1 DNA helicase | actives 0.54% (n = 240,000) | RECQ1 DNA unwinding, red fluorescence kinetic read | P46063 | AID 2549 | Potency, µM (highest dose often 57.3 µM), inactives show at the top dose activity, negative = inhibition, usual class: inhibitors;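 also: plate controls were vehicle for no effect and no enzyme for full effect; nearly all actives have a fitted effect of over 30% in size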
Target sequence (P46063 whole entry, looked up): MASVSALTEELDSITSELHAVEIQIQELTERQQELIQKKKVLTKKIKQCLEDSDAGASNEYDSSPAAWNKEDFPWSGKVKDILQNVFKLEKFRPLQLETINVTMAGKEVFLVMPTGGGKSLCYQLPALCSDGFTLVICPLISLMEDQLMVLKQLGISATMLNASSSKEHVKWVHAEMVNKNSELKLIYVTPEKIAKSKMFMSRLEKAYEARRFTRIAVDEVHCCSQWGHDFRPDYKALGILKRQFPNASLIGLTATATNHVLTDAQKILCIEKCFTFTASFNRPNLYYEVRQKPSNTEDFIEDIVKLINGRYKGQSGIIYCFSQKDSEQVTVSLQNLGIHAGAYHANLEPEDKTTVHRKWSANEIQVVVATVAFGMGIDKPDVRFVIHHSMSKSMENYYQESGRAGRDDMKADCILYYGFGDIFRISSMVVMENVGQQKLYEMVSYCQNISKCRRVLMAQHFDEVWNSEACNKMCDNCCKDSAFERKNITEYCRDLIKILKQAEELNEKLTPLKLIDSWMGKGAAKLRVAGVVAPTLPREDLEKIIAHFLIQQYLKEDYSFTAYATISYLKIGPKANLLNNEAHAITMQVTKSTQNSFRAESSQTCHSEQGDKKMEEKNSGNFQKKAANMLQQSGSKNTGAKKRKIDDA
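50 nM RECQ1T1 preincubated 15 min with compound in Tris pH 8.0 buffer with MgCl2, DTT, Tween-20 and 2.5 ug/ml poly(dI-dC); started with 200 nM TAMRA/BHQ-2 forked duplex and 2 mM ATP. Unwinding read as fluorescence (525/598 nm), two reads 2 h apart.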
TRb SRC2 PPI = inhibitors of human thyroid hormone receptor beta-SRC2 interaction. P10828. TRbeta-SRC2 peptide binding, fluorescence polarization; receptor liganded with 1 µM T3. Potency, µM (doses to about 106 µM), for inactives: at the top dose activity change, negative = inhibition, hits mostly inhibitors. actives 0.065% (n = 280,000);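 also: plate controls were bound peptide for no effect and peptide without receptor for full effect; nearly all actives have a fitted effect of over 50% in size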
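Binding of a 20-amino-acid Texas Red SRC2 peptide (20 nM) to TRb ligand-binding domain (0.6 uM) with agonist T3 at 1 uM was followed by fluorescence polarization after a 5 hr room-temperature incubation.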
Tau ThT inhib = blocks human tau fibril formation measured by thioflavin T; AID 1460; actives 2.1% (n = 270,000); Potency, µM (series often up to 57.4 µM), without a hit: at the top dose activity, negative = inhibition, most hits filed as inhibitors; P10636; recombinant tau K18 P301L (four-repeat tau fragment), heparin-induced fibrillization, ThT fluorescence; also: % is scaled to controls: 0 for no effect and ±100 for the full control effect; nearly all actives have a fitted effect of over 55% in size
Target sequence (P10636 561-689 P618L limits assumed): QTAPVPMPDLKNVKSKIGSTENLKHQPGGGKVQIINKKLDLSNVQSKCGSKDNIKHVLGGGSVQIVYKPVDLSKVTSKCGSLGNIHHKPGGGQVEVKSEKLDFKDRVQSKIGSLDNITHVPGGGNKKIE
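Aggregation was driven by heparin (20 uM final) acting on recombinant tau […] bearing P301L in 100 mM sodium acetate pH 7; fibrils were detected with Thioflavin T.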
HTT ATP protect = Huntington cell model cytoprotection by ATP luminescence | PC12 HTT-Q103 induced, cytoprotection, ATP luminescence, 40 h | actives 0.14% (n = 230,000) | Potency, µM (titrated, usually from 56.4 µM), inactives show cytoprotection (ATP increase), usual class: activators;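 also: % of control where 0% means no effect; nearly all actives have a fitted effect of over 45% in size; toxic huntingtin expression switched on by the ecdysone agonist tebufenozide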
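Readout: ATPlite luminescence (ATP level). Model: stable PC12, inducible Htt exon1 Q103-GFP. Inducer: tebufenozide, 100 nM final. Compounds: dose series. No G418 in medium.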
Tau FP inhib = inhibitors of human tau fibril formation | K18 P301L tau heparin fibrillization, Alexa594 FP, 6 h | actives 0.39% (n = 280,000) | AID 1468 | Potency, µM (doses to about 57.7 µM), for inactives: at the highest dose activity, negative = inhibition, hits mostly inhibitors | P10636; also: % is scaled to controls: 0 for no effect and ±100 for the full control effect; nearly all actives have a fitted effect of over 55% in size
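Human tau K18 […] P301L fragment, 15 uM unlabeled plus 0.24 uM Alexa 594-labeled tau (final), with compound and 20 uM heparin in 100 mM sodium acetate pH 7; 6 hr at 37 C, then Alexa 594 FP read.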
* = called active by the depositor; i = inactive; ? = inconclusive; nt = not tested or not shown; [ ] = remark or other dose. Unless noted, calls follow the shape of the dose curve; as a rule, active = well fitted curve in the direction sought with a large enough effect; inconclusive = small, poorly fitted or top-dose-only effect, or another doubt; inactive = no such curve, though single readings can be large; an effect the other way counts as inactive or inconclusive. Potency is read from the fitted curve at half-maximal effect. Not all compounds are listed; count on the stated rates, not on these rows.

Second line of a record: RECQ1 helicase | HTT ATP protect | Tau fluor cs | L3MBTL1 inh | Tau ThT inhib | TR SRC2 fluor cs | TRb SRC2 PPI | Tau FP inhib
- O=C(O)CSc1nnc(Cn2nnc3ccccc32)n1CCc1ccccc1
  0% | 1% | -1% | 10% | -5% | -2% | 0% | -15%
- COc1cc(O)c2c(c1)OC(c1ccc(O)cc1)CC2=O (configuration not stated)
  -10% | 9%[10 µM] | -14% | 3% | ? | 0% | 2% | 7%
- O=[N+]([O-])c1ccc(N2CCOCC2)cc1NC(c1ccccc1)c1ccccc1
  -4% | nt | ? | -20% | ? | -2% | -3% | -13%
- c1cc(-c2nc3cc(Cc4ccc5oc(-c6ccncc6)nc5c4)ccc3o2)ccn1
  i | -7%[10 µM] | 0% | nt | -18% | 0% | 0% | -5%
- CCOC(=O)NC(=O)/C(C#N)=C\Nc1ccc(Cl)cc1Cl
  -8% | -132%[inhibitor] | -1% | 12% | 3% | -1% | 7% | 0%
- Clc1cccc(Oc2ncc(CN3CCOCC3)s2)c1
  -1% | 17% | -3% | 0% | -6% | 1% | 5% | -3%
- CN(C)c1ccc(NC(=O)c2cccc(N3C(=O)C4C5C=CC(C5)C4C3=O)c2)cc1 (configuration not stated)
  -8% | -17% | -25% | -6% | ? | -5% | 1% | 10%
- CCC(C)NC(=O)Cn1c(=O)n(-c2ccc(OC)c(OC)c2)c(=O)c2ccccc21 (configuration not stated)
  nt | nt | 2% | nt | 5% | -10% | 6% | 1%
- CCC(CC)C(=O)N1c2ccc(F)cc2CCC1C (configuration not stated)
  i | -4% | -3% | 2% | -3% | 0% | -7% | -7%
- CN(C)c1ccc(/C=N/NC(=O)CCCCCNC(=O)c2ccccc2)cc1
  -7% | 19%[10 µM] | ? | -17% | ? | -10% | -2% | 5%
- O[C@@H](c1ccccc1)C1CCN(CCc2ccccc2)CC1
  -9% | -73%[inhibitor][1.9 µM] | -6% | nt | -6% | 2% | 5% | -1%
- Cc1cc(C)cc(NC(=O)Cn2cc(C(=O)C3CCCCC3)c3ccccc32)c1
  nt | nt | -5% | nt | -8% | 2% | 5% | -4%
- CSc1ccccc1C(=O)Nc1ccc2c(c1)OCO2
  -6% | 3% | -6% | -1% | -6% | 0% | -2% | 9%
- COc1ccc(CNC(=O)COc2ccc(F)cc2)cc1
  -1% | -1% | 4% | 3% | 0% | -3% | 1% | -2%
- CCc1ccc(NC(=O)CSc2nnc(-c3cccs3)n2CC)cc1
  -7% | 6%[10 µM] | -17% | nt | -13% | -1% | 6% | 11%
- CC(C)[C@H](NS(=O)(=O)c1ccccc1)C(=O)OCC(=O)Nc1ccccc1Sc1ccccc1
  -18% | 26%[10 µM] | -21% | 5% | -12% | -2% | 8% | 0%
- Fc1cccc(Cl)c1CSc1ccc2nnc(-c3ccccn3)n2n1
  i | -9%[10 µM] | 6% | -24% | 6% | -3% | -6% | 3%
- COc1ccc(O[C@H]2C=C[C@@H](c3ccccc3)O[C@@H]2COC(=O)CC/C(C)=N/O[C@@H](C)c2cn([C@H](CO)Cc3ccccc3)nn2)cc1
  -14% | nt | -26% | -3% | ? | -2% | -3% | -7%
- Cc1cc(=O)oc2cc(OCC(=O)OCC(=O)N(CCC#N)c3ccccc3)ccc12
  -4% | -31% | 2% | 2% | 2% | 2% | -7% | -8%
- O=C(CSc1ccc(-c2ccccc2)nn1)N1CCCCC1
  i | -34%[inhibitor] | -8% | nt | -8% | -1% | -8% | 3%

Two compounds drawn at random from the list so far, as already listed:
Second line of a record: RECQ1 helicase | HTT ATP protect | Tau fluor cs | L3MBTL1 inh | Tau ThT inhib | TR SRC2 fluor cs | TRb SRC2 PPI | Tau FP inhib
- CCc1ccc(NC(=O)CSc2nnc(-c3cccs3)n2CC)cc1
  -7% | 6%[10 µM] | -17% | nt | -13% | -1% | 6% | 11%
- O=C(CSc1ccc(-c2ccccc2)nn1)N1CCCCC1
  i | -34%[inhibitor] | -8% | nt | -8% | -1% | -8% | 3%

Other records follow.
Second line of a record: RECQ1 helicase | HTT ATP protect | Tau fluor cs | L3MBTL1 inh | Tau ThT inhib | TR SRC2 fluor cs | TRb SRC2 PPI | Tau FP inhib
- Cc1cc(C)c2c(=O)cc(CSCC(=O)Nc3ccccc3Cl)[nH]c2c1
  nt | nt | -9% | nt | -5% | -1% | 0% | -2%
- COc1ccc(S(=O)(=O)n2ccc(-c3cnc(-c4ccccc4)s3)n2)cc1
  -4% | -11% | ? | 7% | -3% | -4% | -4% | ?
- Cc1ccccc1Nc1nc(-c2sc(NC(=O)c3ccccc3)nc2C)cs1
  -16% | -32%[inhibitor] | ? | -4% | ? | 8% | 3% | 4%
- Cc1cccc(CNC(=O)CCc2nnc(C3CCCCC3)o2)c1
  i | -38%[inhibitor] | 3% | 0% | 4% | -3% | -6% | 10%

Grouped by structure, the compounds so far containing a halogen (6)
Second line of a record: RECQ1 helicase | HTT ATP protect | Tau fluor cs | L3MBTL1 inh | Tau ThT inhib | TR SRC2 fluor cs | TRb SRC2 PPI | Tau FP inhib
- CCOC(=O)NC(=O)/C(C#N)=C\Nc1ccc(Cl)cc1Cl
  -8% | -132%[inhibitor] | -1% | 12% | 3% | -1% | 7% | 0%
- Clc1cccc(Oc2ncc(CN3CCOCC3)s2)c1
  -1% | 17% | -3% | 0% | -6% | 1% | 5% | -3%
- CCC(CC)C(=O)N1c2ccc(F)cc2CCC1C (configuration not stated)
  i | -4% | -3% | 2% | -3% | 0% | -7% | -7%
- COc1ccc(CNC(=O)COc2ccc(F)cc2)cc1
  -1% | -1% | 4% | 3% | 0% | -3% | 1% | -2%
- Fc1cccc(Cl)c1CSc1ccc2nnc(-c3ccccn3)n2n1
  i | -9%[10 µM] | 6% | -24% | 6% | -3% | -6% | 3%
- Cc1cc(C)c2c(=O)cc(CSCC(=O)Nc3ccccc3Cl)[nH]c2c1
  nt | nt | -9% | nt | -5% | -1% | 0% | -2%
